Compound activity deposited in PubChem BioAssay by National Center for Advancing Translational Sciences (NCATS).
Giardia killer: Giardia lamblia killing; activity change, % at 7.66 µM, hits read low; AID 540267; 340,000 tested, 0.15% active; Giardia lamblia trophozoite viability; in the data active = activity change below about -80%; inconclusive = between about -30% and that limit;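 note: parasites exposed to compound for two days anaerobically before the ATP read; % is set by controls: 0 for no effect and ±100 for the full control effect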
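Viability, read as ATP luminescence: trophozoites at 100 cells/well, compound added, 48 hrs anaerobic at 37 deg C, then 15-30 min room-temperature development before reading.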
MLL CXXC-DNA inh: inhibitors of human MLL CXXC domain-DNA interaction; AID 2662; MLL-CXXC / FITC-HOXA9 DNA fluorescence polarization; 290,000 tested, 0.037% active; Potency, µM (top dose mostly 115 µM), for the others: top-dose activity change, negative = inhibition, hits mostly inhibitors; active = well fitted inhibition curve with a large enough effect in the polarisation, with a control signal flat, not every such curve was filed as active; inconclusive = small, poorly fitted or top-dose-only effect, or effect the other way, or a change in a side signal; inactive = no such curve, though single readings can be large or run the other way; the % refers to the polarisation; note: potency is the fitted concentration of half-maximal effect
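Fluorescence polarization: 7 uM MLL-CXXC (stock) preincubated 5 min with compounds, then 50 nM fluorescein-HOX-A9 DNA (stock) added; 30 min ambient. Buffer 50 mM Tris-HCl pH 7.5, 50 mM NaCl, 1 mM DTT, 0.05% BSA.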
BCR signal inh: inhibitors of chronic active B-cell receptor signaling; ABC-DLBCL IkBa-CBG/CBR reporter, luminescence ratio, 4 h; Potency, µM (titrated, usually from 46.1 µM), for the others: at the top dose ratio change, negative = lower green/red ratio, usual class: inhibitors; AID 493014; 340,000 tested, 0.05% active; active = well fitted inhibition curve with a large enough effect in the signal ratio, with a control signal flat, not every such curve was filed as active; inconclusive = small, poorly fitted or top-dose-only effect, or effect the other way, or a change in a side signal; the % refers to the signal ratio;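 note: potency is the fitted concentration of half-maximal effect; plate controls were basal doxycycline-induced cells for no effect and cells given 10 µM MG132 for full effect; MG132 reads +100%, hits lower the ratio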
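Compounds up to 46 uM were incubated four hours with TMD8 cells whose green CBG68 luciferase is fused to IkappaBalpha; red CBR luminescence normalised the signal, and concentration-effect curves were fitted to fusion, red and ratio data.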
TCR activator: T cell receptor activation; primary human leukocytes, anti-CD3, IL-2 HTRF, 48 h; Potency, µM (top dose mostly 9.22 µM), for inactives: at the highest dose activation of IL-2 secretion, hits mostly activators; 330,000 tested, under 10 active; note: % of control where 0% means no effect
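IL-2 release read by HTRF sandwich (Eu cryptate donor, d2 acceptor, 665 nm emission) after 48 hr exposure of primary human leukocytes to compound together with anti-CD3 beads in the absence of co-stimulatory signals.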
TSHR antag: antagonists of human thyroid stimulating hormone receptor. TSHR-expressing cells, TSH-stimulated cAMP HTRF, 2 h; stronger effect = lower value. 330,000 tested, 0.2% active. activity change, negative = inhibition, % at 11.5 µM;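 active = activity change below a set negative limit, meaning inhibition stronger than a set level, cut at about -70% in these data; inconclusive = activity change between two set negative limits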; note: % is set by controls: 0 for no effect and ±100 for the full control effect
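TSHR-expressing cells, 200/well, pre-treated with compound, then stimulated with EC80 TSH (4nM final) for 2 hours at 37 deg C. cAMP measured by competitive HTRF: anti-cAMP cryptate antibody in lysis buffer plus cAMP-d2, read after 30 minutes at room temperature.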
Tb PFK inh: T. brucei PFK enzyme inhibition; O15648; T. brucei PFK, ADP-Glo luminescence; Potency, µM (titrated, usually from 57.5 µM), without a hit: at the highest dose activity, negative = inhibition, hits mostly inhibitors; 330,000 tested, 0.17% active; AID 485367;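 note: potency is the fitted concentration of half-maximal effect; 0% = uninhibited 1x PFK enzyme wells and -100% = no-enzyme wells; nearly all actives have a fitted effect of over 60% in size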
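In TEA buffer at pH 8.0 with 5 mM MgCl2, enzyme (1.25 nM) converted F6P (0.5 mM) and ATP (0.1 mM) for 45 min at room temperature. ADP product was read by luciferase luminescence.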
FBPA coupling cs: coupling enzyme interference in Giardia aldolase counter-screen. activity change, negative = inhibition, % at 58.2 µM, hits read low. coupling enzyme system counterscreen, AmpLite Red fluorescence. 290,000 tested, 0.67% active. AID 2472; in the data active = activity change below about -30%; note: % is set by controls: 0 for no effect and ±100 for the full control effect
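Activity here indicates interference with the coupling reaction, not aldolase inhibition. Compounds at 57.5 uM final met coupling enzymes for 10 min at RT; substrate and AmpLite Red detection followed, with a 525/598 nm fluorescence read after 20 min.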
KCNH2 WT inh: blocks the wildtype human KCNH2 potassium channel. Q12809. activity change, % at 1.84 µM. U2OS, BacMam KCNH2, thallium flux FluxOr; stronger effect = lower value. 340,000 tested, 0.37% active;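 active = maximum activity change below -70%; inconclusive = maximum activity change between -70% and -50%; inactive = maximum activity change above -50%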; note: % is set by controls: 0 for no effect and ±100 for the full control effect
Target sequence (Q12809 whole entry, looked up): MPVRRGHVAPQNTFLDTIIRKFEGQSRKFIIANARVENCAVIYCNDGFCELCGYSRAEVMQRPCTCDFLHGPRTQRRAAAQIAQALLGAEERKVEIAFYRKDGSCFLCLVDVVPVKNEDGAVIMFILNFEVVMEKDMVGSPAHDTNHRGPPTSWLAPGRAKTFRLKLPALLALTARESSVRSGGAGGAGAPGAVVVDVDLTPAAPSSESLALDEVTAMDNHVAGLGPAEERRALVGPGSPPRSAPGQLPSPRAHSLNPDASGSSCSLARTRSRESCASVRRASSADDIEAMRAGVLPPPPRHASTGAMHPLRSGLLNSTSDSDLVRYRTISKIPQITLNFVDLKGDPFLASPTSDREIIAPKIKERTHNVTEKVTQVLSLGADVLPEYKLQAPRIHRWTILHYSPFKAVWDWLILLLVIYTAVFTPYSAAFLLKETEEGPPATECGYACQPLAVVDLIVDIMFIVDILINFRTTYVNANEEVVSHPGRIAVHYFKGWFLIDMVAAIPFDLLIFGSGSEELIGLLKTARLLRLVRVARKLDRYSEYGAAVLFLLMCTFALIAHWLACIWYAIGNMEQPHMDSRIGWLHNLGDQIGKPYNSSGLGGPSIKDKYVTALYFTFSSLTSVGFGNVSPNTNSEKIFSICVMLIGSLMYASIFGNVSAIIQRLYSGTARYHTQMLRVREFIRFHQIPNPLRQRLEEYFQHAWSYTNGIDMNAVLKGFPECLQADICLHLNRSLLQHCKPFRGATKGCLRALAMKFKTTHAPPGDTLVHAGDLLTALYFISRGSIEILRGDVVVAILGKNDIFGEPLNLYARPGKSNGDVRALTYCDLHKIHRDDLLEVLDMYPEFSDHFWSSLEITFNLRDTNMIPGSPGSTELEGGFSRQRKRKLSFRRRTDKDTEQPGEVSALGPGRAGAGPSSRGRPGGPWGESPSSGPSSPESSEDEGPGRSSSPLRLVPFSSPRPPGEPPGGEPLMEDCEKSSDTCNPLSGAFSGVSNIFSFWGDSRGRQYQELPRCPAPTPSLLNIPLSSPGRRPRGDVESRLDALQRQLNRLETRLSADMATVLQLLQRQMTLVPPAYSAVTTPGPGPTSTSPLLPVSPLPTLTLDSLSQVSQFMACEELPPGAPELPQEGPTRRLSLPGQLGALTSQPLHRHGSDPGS
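U2OS cells were transduced with wild-type KCNH2 virus (2.03 x 10^8 / mL) for 4 h at room temperature, then cultured overnight at 37 C. Thallium flux was read with FluxOr dye. Rate constants were normalized to DMSO controls.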
GALK inhibitor: blocks human galactokinase activity | P51570 | Purified GALK, Kinase-Glo residual ATP luminescence | Potency, µM (series often up to 57.5 µM), inactives show at the top dose activity change, negative = inhibition, actives largely listed as inhibitors | 270,000 tested, 0.007% active | AID 1868; note: potency is the fitted concentration of half-maximal effect; % is set by controls: 0 for no effect and ±100 for the full control effect
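The enzyme phosphorylates galactose (100 uM) using ATP (35 uM); inhibition is detected as higher residual ATP, quantified by bioluminescence after 1 h reaction at room temperature, pH 8.0.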
AT treatment: potential ataxia-telangiectasia treatments restoring KAP-1 phosphorylation. […] A-T fibroblasts, KAP-1 phosphorylation AlphaLISA; neocarzinostatin DNA damage 30 min before lysis. Potency, µM (series often up to 57.5 µM), inactives show at the highest dose activation, hits mostly activators. 320,000 tested, 0.19% active. AID 485349; note: potency is the fitted concentration of half-maximal effect; % of control where 0% means no effect; nearly all actives have a fitted effect of over 45% in size
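hTERT-immortalized A-T patient fibroblasts ([…]), 500 cells/well in OPTI-MEM, 1% FBS, got compounds for 60 min, then NCS for 30 min at 37C. Lysates were then assayed for phospho-KAP-1 by AlphaLISA (anti-pKAP1 donor, anti-KAP1 acceptor beads), 6 hr at 25C.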
* marks the source's active call; other numbers are inactive results. Unless noted, calls come from the whole dose curve; as a rule, active = well fitted curve in the direction sought with a large enough effect; inconclusive = small, poorly fitted or top-dose-only effect, or another doubt; inactive = no such curve, though single readings can be large; an effect the other way counts as inactive or inconclusive.

Screening COc1nnc(-c2ccc(C)c(S(=O)(=O)NC(C)C)c2)c2ccccc12 returned Giardia killer 4, MLL CXXC-DNA inh -8%, BCR signal inh -16%, TCR activator 8%, TSHR antag -9, Tb PFK inh 0%, FBPA coupling cs -1, KCNH2 WT inh -12, GALK inhibitor 1% and AT treatment 4%.
`CCNC(=O)CC1C(=O)N(c2ccc(OC)cc2)C(=O)N1CCOC` (stereo not drawn) gave Giardia killer 8, MLL CXXC-DNA inh -9%, BCR signal inh -1%, TCR activator 2%, TSHR antag -2, Tb PFK inh 1%, FBPA coupling cs 2, KCNH2 WT inh -16, GALK inhibitor 3% and AT treatment 5%.
Screening O=C(NCc1ccc2c(c1)OCO2)C1CC(=O)N(CCc2ccccc2)C1 (stereo not drawn) returned Giardia killer -25, MLL CXXC-DNA inh 16%, BCR signal inh -1%, TCR activator 1%, TSHR antag 12, Tb PFK inh 0%, FBPA coupling cs 0, KCNH2 WT inh -17, GALK inhibitor 2% and AT treatment 6%.
Screening CCOC(=O)c1c(NC(=O)Cn2nc([N+](=O)[O-])c(Br)c2C)sc2c1CCC(C)C2 (stereo not drawn) returned Giardia killer -3, MLL CXXC-DNA inh 5%, BCR signal inh -12%, TCR activator -3%, TSHR antag 23, Tb PFK inh 0%, FBPA coupling cs 0, KCNH2 WT inh -2 and AT treatment -12%.
COc1ccccc1N1CCN(C(C)C(=O)N2CC(C)OC(C)C2)CC1 (stereo not drawn) was read as Giardia killer 8, MLL CXXC-DNA inh -3%, BCR signal inh 6%, TCR activator 5%, TSHR antag -6, Tb PFK inh -18%, FBPA coupling cs -1, KCNH2 WT inh 5, GALK inhibitor -4% and AT treatment 1%.
Screening CC12COC3(C(=O)Nc4ccc(Cl)cn4)CC1CCC32C (stereo not drawn) returned Giardia killer -11, MLL CXXC-DNA inh -2%, BCR signal inh 6%, TCR activator -1%, TSHR antag -1, Tb PFK inh -5%, FBPA coupling cs 0, KCNH2 WT inh -3, GALK inhibitor 0% and AT treatment -5%.
For O=C(O)CN1CCN(CC(=O)O)CCN(CC(=O)O)CCN(CC(=O)O)CC1 the results were Giardia killer -8, BCR signal inh -1%, TCR activator -8%, TSHR antag -4, Tb PFK inh -3%, KCNH2 WT inh 5 and AT treatment 0%.
CN1CCN(CC2(O)CCN(S(=O)(=O)c3ccc(Cl)cc3)CC2)CC1 was read as Giardia killer -15, MLL CXXC-DNA inh -3%, BCR signal inh 15%, TCR activator -20%, TSHR antag 9, Tb PFK inh 0%, FBPA coupling cs 9, KCNH2 WT inh -16, GALK inhibitor 0% and AT treatment 1%.
Screening COC(=O)c1ccn(CSc2c(F)c(F)cc(F)c2F)n1 returned Giardia killer -5, BCR signal inh -7%, TCR activator 2%, TSHR antag 3, Tb PFK inh 1%, KCNH2 WT inh -13 and AT treatment 0%.
Screening N#Cc1cc(N)ccc1Sc1ccccc1 returned Giardia killer -8, MLL CXXC-DNA inh -4%, BCR signal inh -6%, TCR activator -3%, TSHR antag 13, Tb PFK inh 2%, FBPA coupling cs -3, KCNH2 WT inh -5, GALK inhibitor 0% and AT treatment 2%.
`COc1ccc(N2CC(C(=O)N3CCOCC3)CC2=O)cc1` (stereo not drawn) gave Giardia killer -15, MLL CXXC-DNA inh -9%, BCR signal inh -1%, TCR activator 4%, TSHR antag 0, Tb PFK inh -12%, FBPA coupling cs 6, KCNH2 WT inh 3, GALK inhibitor 2% and AT treatment 2%.
For COc1ccc(S(=O)(=O)N2CCc3ccccc32)cc1C(=O)N1CCC(C)CC1 the results were Giardia killer -10, BCR signal inh -1%, TCR activator 4%, TSHR antag -8, Tb PFK inh 0%, KCNH2 WT inh -6 and AT treatment -5%.

Reprinted from the part before: 2 entries, then new ones.
`COc1ccc(N2CC(C(=O)N3CCOCC3)CC2=O)cc1` (stereo not drawn) gave Giardia killer -15, MLL CXXC-DNA inh -9%, BCR signal inh -1%, TCR activator 4%, TSHR antag 0, Tb PFK inh -12%, FBPA coupling cs 6, KCNH2 WT inh 3, GALK inhibitor 2% and AT treatment 2%.
For COc1ccc(S(=O)(=O)N2CCc3ccccc32)cc1C(=O)N1CCC(C)CC1 the results were Giardia killer -10, BCR signal inh -1%, TCR activator 4%, TSHR antag -8, Tb PFK inh 0%, KCNH2 WT inh -6 and AT treatment -5%.
For COCCNC(=O)Cn1cnc2c1c(=O)n(C)c(=O)n2C the results were Giardia killer -6, MLL CXXC-DNA inh 5%, BCR signal inh inconclusive, TCR activator 0%, TSHR antag 1, Tb PFK inh -3%, FBPA coupling cs 0, KCNH2 WT inh -1, GALK inhibitor 2% and AT treatment 3%.
O=C(Nc1cccc(Cl)c1)OCc1cn(-c2ccccc2)nn1 was read as Giardia killer -4, MLL CXXC-DNA inh 2%, BCR signal inh 2%, TCR activator 2%, TSHR antag -5, Tb PFK inh 1%, FBPA coupling cs -2, KCNH2 WT inh -13, GALK inhibitor -1% and AT treatment -4%.
Cc1ccc2cc(C(c3nnnn3C3CCCC3)N3CCOCC3)c(=O)[nH]c2c1C (stereo not drawn) was read as Giardia killer -8, MLL CXXC-DNA inh -12%, BCR signal inh 0%, TCR activator -6%, TSHR antag 1, Tb PFK inh 5%, FBPA coupling cs -1, KCNH2 WT inh 2, GALK inhibitor -3% and AT treatment 1%.
`COc1ccc(NC(=S)N2CCN(Cc3cccc(F)c3)CC2)c(OC)c1` gave Giardia killer -2, MLL CXXC-DNA inh 6%, BCR signal inh -10%, TCR activator -7%, TSHR antag -10, Tb PFK inh -2%, FBPA coupling cs 1, KCNH2 WT inh -18, GALK inhibitor 1% and AT treatment 7%.
Screening CC(C)c1ccc(NC(=O)CN2C(=O)NC(C)(C3CC3)C2=O)cc1 (stereo not drawn) returned Giardia killer 7, BCR signal inh 4%, TCR activator 6%, TSHR antag -1, Tb PFK inh -2%, KCNH2 WT inh -9 and AT treatment 8%.
Screening Cc1cccc(NC(=S)Nc2ccc(Cl)c(Cl)c2)c1 returned Giardia killer 9, MLL CXXC-DNA inh 5%, BCR signal inh inconclusive, TCR activator 5%, TSHR antag 8, Tb PFK inh 11µM*, FBPA coupling cs -4, KCNH2 WT inh -5, GALK inhibitor 1% and AT treatment 4%.
CC1CCCN(c2nc3c(c(=O)n(C)c(=O)n3C)n2CCSc2nc3ccccc3s2)C1 (stereo not drawn) was read as Giardia killer -4, MLL CXXC-DNA inh 0%, BCR signal inh 4%, TCR activator -2%, TSHR antag -20, Tb PFK inh 2%, FBPA coupling cs -7, KCNH2 WT inh 9, GALK inhibitor 0% and AT treatment -4%.
O=C(Nc1ccc2c(c1)nc1n2CCSC1)c1ccccc1 was read as Giardia killer -15, MLL CXXC-DNA inh 15%, BCR signal inh inconclusive, TCR activator 0%, TSHR antag -1, Tb PFK inh -2%, FBPA coupling cs -10, KCNH2 WT inh -4, GALK inhibitor -2% and AT treatment -12%.
Screening S=C(NCCCN1CCOCC1)NC1CCCC1 returned Giardia killer 7, MLL CXXC-DNA inh 2%, BCR signal inh 0%, TCR activator 3%, TSHR antag 7, Tb PFK inh 0%, FBPA coupling cs 1, KCNH2 WT inh -9, GALK inhibitor -2% and AT treatment 0%.
For COc1ccc(S(=O)(=O)NC2CC(=O)N(c3ccc4c(c3)OCCO4)C2)cc1 (stereo not drawn) the results were Giardia killer 13, BCR signal inh -1%, TCR activator 3%, TSHR antag -6, Tb PFK inh 1%, KCNH2 WT inh 10 and AT treatment -14%.
For Cc1ccc(C)c(N2CCN(C(=O)c3ccc4c(=O)n5c(nc4c3)CCCCC5)CC2)c1 the results were Giardia killer -6, BCR signal inh 19%, TCR activator -2%, TSHR antag 27, Tb PFK inh -6%, FBPA coupling cs 1, KCNH2 WT inh 4 and AT treatment 7%.
`CCOC(=O)C1(S(=O)(=O)c2ccc(Cl)cc2)CCN(Cc2ccc(Cl)cc2)CC1` gave Giardia killer -9, MLL CXXC-DNA inh -7%, BCR signal inh 16%, TCR activator -2%, TSHR antag -4, Tb PFK inh -3%, FBPA coupling cs -2, KCNH2 WT inh 5, GALK inhibitor -3% and AT treatment 2%.
`Cc1nc([N+](=O)[O-])c(C(=O)O)n1C` gave Giardia killer 13, MLL CXXC-DNA inh -2%, BCR signal inh 0%, TCR activator -3%, TSHR antag -4, Tb PFK inh 1%, FBPA coupling cs 0, KCNH2 WT inh 8, GALK inhibitor 1% and AT treatment 2%.
